# HT1080 IDH1KD tx – qHTS for induction of synthetic lethality in tumor cells producing 2HG: qHTS for the HT-1080-IDH1KD cell line. 360,000 tested, 2% active. Potency, µM (doses to about 46.1 µM), without a hit: at the highest dose activity, negative = toxicity, most hits filed as cytotoxic. AID 686971, 2013. HT-1080 IDH1 knockdown viability, ATP luminescence, 48 h;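 note: potency is the fitted concentration of half-maximal effect; 0% = DMSO wells and -100% = cell-free medium wells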
#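 CellTiter-Glo luminescence after 48 h compound exposure at 37 degrees C of IDH1-knockdown HT-1080 cells in 5% FBS RPMI. %Activity scaled between DMSO wells and cell-free media wells, with curves fitted and assigned curve classes.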
# MCF10A rereplic – A quantitative high throughput screen for small molecules that induce DNA re-replication in MCF 10a normal breast cells. MCF 10A DNA re-replication, Hoechst nuclear intensity, 48 h. Potency, µM (doses to about 46.1 µM), inactives show at the top dose activity, positive = re-replication, hits mostly activators. 350,000 tested, 2.9% active; note: potency is the fitted concentration of half-maximal effect; % of control where 0% means no effect; nearly all actives have a fitted effect of over 50% in size
# SW480 rereplic – A quantitative high throughput screen for small molecules that induce DNA re-replication in SW480 colon adenocarcinoma cells | SW480 DNA re-replication, Hoechst DNA content imaging, 48 h | Potency, µM (highest dose often 46.1 µM), inactives show at the highest dose re-replication activation, actives largely listed as activators | 340,000 tested, 1.8% active | AID 624297, 2012; note: potency is the fitted concentration of half-maximal effect; % of control where 0% means no effect; nearly all actives have a fitted effect of over 55% in size
#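 Readout is total intensity of Hoechst-stained nuclei, excited at 405 nm and collected at 500-530 nm. Compound treatment lasted 48 hr at 37 C in 5% CO2 before staining.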
# HT1080-NT tox – qHTS for induction of synthetic lethality in tumor cells producing 2HG: qHTS for the HT-1080-NT fibrosarcoma cell line | HT-1080-NT fibrosarcoma viability, CellTiter-Glo ATP luminescence, 48 h | Potency, µM (series often up to 46.1 µM), for the others: at the top dose activity, negative = less viability, most hits filed as cytotoxic | 360,000 tested, 1.6% active | AID 686970, 2013;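 note: NT is the 2HG producing partner of a matched IDH1 knockdown line; potency is the fitted concentration of half-maximal effect; 0% = DMSO-treated cells and -100% = media-only wells without cells; nearly all actives have a fitted effect of over 55% in size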
#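 HT-1080-NT; 750 cells/well; 5% FBS RPMI; 48 h compound, 37 degrees C; CellTiter-Glo luminescence; curve fitting and curve-class assignment.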
# KB-3-1 cytotox – qHTS assay for MDR1-selective chemotherapeutics: Primary screen using the parental adenocarcinoma cell KB-3-1 | KB-3-1 viability, CellTiter-Glo ATP luminescence, 72 h | 400,000 tested, 1.4% active | AID 1347075, 2019 | Potency, µM (top dose mostly 46.1 µM), without a hit: at the highest dose activity change, negative = cytotoxic, hits mostly cytotoxic; note: potency is the fitted concentration of half-maximal effect; % is set by controls: 0 for no effect and ±100 for the full control effect; nearly all actives have a fitted effect of over 60% in size
#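 Here the drug-naive KB-3-1 line serves as comparator for MDR sub-line selectivity; cells received compound titrations, 72 h at 37 °C, then CellTiter-Glo readout.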
# ATXN2 expr inh – Primary qHTS for Inhibitors of ATXN expression; AID 1745845, 2022; Potency, µM (top dose mostly 57 µM), without a hit: top-dose activity change, negative = inhibition, hits mostly inhibitors; 360,000 tested, 0.72% active; HEK-293 ATXN2-luciferase reporter, luminescence, 24 h; note: potency is the fitted concentration of half-maximal effect; % is set by controls: 0 for no effect and ±100 for the full control effect; nearly all actives have a fitted effect of over 55% in size
#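 qHTS (up to 57 uM final) was run with 24 h compound exposure of reporter cells at 37 °C. Each well was multiplexed: SteadyGlo luminescence measured ATXN2-luciferase expression after a fluorogenic Gly-Phe-AFC viability readout (25 uM final).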
# IL1B secr inh – qHTS for Inhibitors of Inflammasome Signaling: IL-1-beta AlphaLISA Primary Screen | THP-1 LPS/ATP IL-1B secretion, AlphaLISA, 16 h; active compounds read low | activity change, % at 57.5 µM | 360,000 tested, 4.7% active | AID 743279, 2014; in the data active = activity change below about -50%; inconclusive = mostly about -30% to -49%; note: % is set by controls: 0 for no effect and ±100 for the full control effect
#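 THP-1 cells pretreated 1 hr with compounds (up to 57.5 uM final), then stimulated with LPS (250 ng/mL final) plus ATP (1.25 mM final); secreted IL-1B measured by AlphaLISA after 16 hr, decreased signal indicating inhibition.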
# HepG2 viability – qHTS for Inhibitors of TGF-b: Cytotox Counterscreen | HepG2 CAGA-GFP viability, ATP luminescence, 18 h | 410,000 tested, 0.76% active | Potency, µM (doses to about 46.1 µM), for inactives: at the highest dose activity change, negative = cytotoxicity, hits mostly cytotoxic; note: potency is the fitted concentration of half-maximal effect; some results filed as inactive show a strong effect at the top dose
#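 CellTiter-Glo luminescence gave cytotoxicity after 18 hours at 37 degrees C. The cells were HepG2 CAGA-GFP in 1% FBS DMEM, stimulated with 500 pg/mL TGF-beta after compound addition. %Activity was normalised to no-cell wells (complete cell-killing) and DMSO (no toxicity), and curves were fitted and classified.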
# S2 tox – Viability Counterscreen for Primary qHTS for Inhibitors of ATXN expression | S2 cells (HEK-293 line with an ATXN2-luciferase reporter) viability, CellTiter-Fluor protease fluorescence, 24 h | Potency, µM (highest dose often 56.7 µM), actives largely listed as cytotoxic | 400,000 tested, 0.49% active | AID 651635, 2014; note: potency is the fitted concentration of half-maximal effect; nearly all actives have a fitted effect of over 40% in size
# Numbers without * were called inactive; i = inactive; ? = inconclusive; . = not tested or not shown; [ ] = remark or other dose. Unless noted, calls come from the whole dose curve; as a rule, active = well fitted curve in the direction sought with a large enough effect; inconclusive = small, poorly fitted or top-dose-only effect, or another doubt; inactive = no such curve, though single readings can be large; an effect the other way counts as inactive or inconclusive.
SMILES,HT1080 IDH1KD tx,MCF10A rereplic,SW480 rereplic,HT1080-NT tox,KB-3-1 cytotox,ATXN2 expr inh,IL1B secr inh,HepG2 viability,S2 tox
O=[N+]([O-])c1cc([N+](=O)[O-])c2nonc2c1Nc1ccccc1O,-26%,10%,5%,-18%,?,-7%,0,-24%,?
Cc1ccc(C(=O)NCC(=O)Nc2cccc(S(=O)(=O)NC3=NCCCCC3)c2)cc1C,7%,0%,-1%,-4%,18%,-6%,121,-5%,i
CSc1nc2[nH]c3c(c2c2nncn12)CC(C)(C)OC3,4%[9.24 µM],-2%,3%,-2%,-2%,5%,-19,-1%,i
CC(C)Oc1cccc(C(=O)C2CCCN(C(=O)c3noc4c3CCCC4)C2)c1 (configuration not stated),-28%,?,-7%,-25%,-14%,-20%,-7,-27%,i
CC(O)(c1ccc(F)c(F)c1)c1nc(-c2cc3ccccc3o2)cs1 (configuration not stated),?,.,.,?,0%,1%,6,-55%,i
CS(=O)(=O)N1N=C(c2ccc3nccnc3c2)CC1c1ccccc1 (configuration not stated),10%,12%,-7%,14%,-2%,7%,0,-17%,i
Nc1nc(SCc2nc3scc(-c4ccccc4)c3c(=O)[nH]2)n[nH]1,-7%,?,0%,-6%,4%,11%,13,1%,i
O=C(CCc1ccccc1)OCCOC(=O)CCc1ccccc1,22%,-6%,-2%,13%,-5%,8%,-9,-10%,i
COC(=O)C(C)Sc1nc2ccsc2c(=O)n1Cc1ccccc1 (configuration not stated),4%,12%,-3%,6%,8%,10%,19,4%,i
CN(Cc1ccc(Cl)cc1Cl)C(=O)Cc1ccc(S(=O)(=O)N2CCOCC2)s1,-13%,.,.,-5%,1%,.,4,-4%,i
COc1ccc(N2CCN(c3ccc(-c4nc(-c5ccccc5C)no4)cc3[N+](=O)[O-])CC2)cc1,.,.,.,.,-1%,13%,.,-9%,i
Cn1c(SSc2ccc(-c3cccnc3)n2C)ccc1-c1cccnc1,12µM*,204%,?,10µM*,?,?,-98*,-19%,?
O=C(Nc1ccnc(-c2ccncc2)n1)c1cccs1,0%,0.26µM*,-83%,17%,-11%,-16%,26,5%,i
CC(=O)n1nc(-c2ccccc2)nc1NCc1ccc(F)cc1,-6%,11%,2%,-8%,-2%,2%,-21,-6%,i
O=C(N/N=C/c1ccc(N2CCOCC2)s1)c1ccccc1Br,11%,-15%,19%,-2%,-7%,6%,0,7%,i
Cc1cc(Cl)ccc1NC(=S)N1CCN(Cc2ccc3c(c2)OCO3)CC1,-10%,12%,?,-10%,-17%,1%,22,-1%,i
O=C(Nc1nccs1)c1ccc(S(=O)(=O)N2CCOCC2)cc1,-15%,0%,1%,3%,-18%,3%,0,-30%,i
COc1ccc(CN2CCNC(=O)C2CC(=O)N2CCCCO2)cc1OC (configuration not stated),7%,-20%,-23%,-2%,-2%,12%,15,6%,i
CCCCc1cc(=O)oc2cc(OC(C)C(=O)NCC3CCC(C(=O)O)CC3)c(Cl)cc12 (configuration not stated),-8%,?,?,0%,-9%,-14%,5,12%,i
COc1ccc(/C=N/NC(=O)c2ccc(NC(=O)C3CCCCC3)cc2)cc1O,?,?,6%,?,3%,-8%,-19,-11%,i
Fc1ccc2nc3n(c2c1F)CCCCCC3,1%,?,-12%,-6%,6%,0%,25,1%,i
Cc1noc(NS(=O)(=O)c2ccc(NC(=O)Cc3ccc([N+](=O)[O-])cc3)cc2)c1C,1%,0%,5%,0%,4%,2%,22,10%,i
CC(C)C[C@@H](CN)NC(=O)c1nc[nH]c1C(=O)N[C@@H](CC(=O)O)C(=O)CNC[C@H](C)NC(=O)c1nc[nH]c1C(=O)N[C@@H](CC(=O)O)C(=O)O,1%,10%,-6%,0%,-7%,1%,7,12%,i
NC1=NC(=O)/C(=C/c2ccccc2OS(=O)(=O)c2ccc3ccccc3c2)S1,14%,-1%,-28%,3%,1%,0%,-5,3%,i
CCOC(=O)c1cc(-c2ccccc2)n(CC(=O)Nc2ccc(OCC)cc2)c1C,10%,?,-7%,4%,5%,-11%,-2,-1%,?
CCCCNC(=O)c1nnn(-c2ccccc2)c1N,15%,13%,-7%,17%,-4%,31%[activator],0,-3%,i
Cn1c(=O)c2c(-c3ccccc3)n(-c3cccc(O)c3)cc2n(C)c1=O,-17%,.,.,-3%,0%,-13%,-13,-2%,?
CC1CN(C(=O)c2cn3ccccc3n2)CC(C)O1 (configuration not stated),1%,0%,-2%,10%,-1%,4%,19,-22%,i
COCCn1c(=O)[nH]c2cc(C(=O)N3CCN(c4ccc(F)cc4)CC3)ccc2c1=O,.,.,.,.,1%,-7%,.,-29%,i
O=C(NCc1ccc(Cl)cc1)c1ccc(CSCc2cccc(Cl)c2)o1,.,.,.,.,-24%,?,.,-29%,i
Cn1c(-c2ccc(F)cc2)cc2onc(-c3c(F)cccc3Cl)c2c1=O,4%,2.3µM*,-2%,6%,0%,75%[activator],-17,-3%,i
CCOc1ccc(-c2cc3nc(C4CCN(C(=O)OC(C)(C)C)CC4)c(C(=O)Nc4cccc(CC)c4)cn3n2)cc1,.,.,.,.,7%,8%,.,2%,i
C#CCn1c(=NC(=O)c2cc(-c3cccs3)nc3ccccc23)sc2cc(S(N)(=O)=O)ccc21,26µM*,?,?,?,0%,0%,16,1%,i
CCOc1ccc(C(=O)Nc2ccc(NC(=O)c3ccco3)c(Cl)c2)cc1Br,?,5.8µM*,-14%,?,3%,-36%,-11,-39%,i
CC(=O)c1cc(-c2ccccc2)n(CC(=O)Nc2cccc(C)c2C)c1C,1%,-3%,-1%,-1%,-2%,6%,10,9%,?
NC(=O)c1ccsc1NC(=O)COC(=O)c1c(F)cccc1Cl,-10%,?,-14%,-3%[9.24 µM],-18%,11%,9,-5%,i
COc1cccc(CNC(=O)CN2C(=O)CCc3cc(S(=O)(=O)N4CCOCC4)ccc32)c1,.,.,.,.,16%,5%,.,0%,i
N/C(=N\OC(=O)c1ccc(Cl)cc1)c1ccccn1,?,1%,?,0%[9.24 µM],4%,-28%,-23,-59%,i
CCOC(=O)c1sc(NC(=O)C2CCC2)cc1C,-1%,2%,?,-1%,-1%,.,?,-19%,i
CCOC(=O)CSc1nc(-c2ccccn2)ncc1OC,8%,?,0%,7%,8%,-21%,33,-25%,i
CC(=O)Nc1ccc(N2C(=O)CSC2c2ccccc2[N+](=O)[O-])cc1 (configuration not stated),4%,-1%,-5%,10%,7%,-5%,1,2%,i
Cc1ccc(Nc2nc(-c3ccc(C)cc3)c(CC(=O)O)s2)cc1,1%,?,2%,-6%,-5%,-20%,-6,-20%,i
CCOc1ccc(S(=O)(=O)NN)cc1,18%,0%,-13%,19%,19%,1%,32,12%,i
COc1cc(NC(=O)Nc2nnc([C@H]3C[C@H](O)[C@@H](CO)O3)s2)cc(OC)c1OC,7%,.,.,9%,0%,2%,12,-6%,i
O=CNc1ccccc1,10%,?,-50%[inhibitor],26%,0%,5%,3,8%,i

# Some of these compounds in order of the SW480 rereplic value, rising:
mol	SW480 rereplic	IL1B secr inh
CCOc1ccc(C(=O)Nc2ccc(NC(=O)c3ccco3)c(Cl)c2)cc1Br	-14%	-11
CC(=O)Nc1ccc(N2C(=O)CSC2c2ccccc2[N+](=O)[O-])cc1 (configuration not stated)	-5%	1
CC(=O)c1cc(-c2ccccc2)n(CC(=O)Nc2cccc(C)c2C)c1C	-1%	10

# Next part.
SMILES,HT1080 IDH1KD tx,MCF10A rereplic,SW480 rereplic,HT1080-NT tox,KB-3-1 cytotox,ATXN2 expr inh,IL1B secr inh,HepG2 viability,S2 tox
COc1cccc(C2(O)CCN(C(=O)Cc3cccnc3)CC2)c1,6%,4%,0%,20%,5%,-2%,7,1%,i
S=c1[nH]c2ncccc2o1,17%,-4%,-3%,4%,?,6%,32,-1%,i
CCN(CC)CCNc1cc(C)nc2c1C(=O)C(=O)C=C2N1CCCCC1,-15%,12%,?,5%,0%,.,-90*,-30%,14µM*
Nc1ccn([C@@H]2O[C@H](CNCc3cnc(N4CCOCC4)nc3)[C@@H](O)[C@H]2O)c(=O)n1,11%,.,.,12%,4%,-4%,14,5%,?
O=C(Cc1ccccc1[N+](=O)[O-])NCCc1ccc(F)cc1,-6%,-3%,-3%,2%,-1%,.,31,5%,i
O=C(NCCN1CCN(c2ccccc2)CC1)C1CCN(S(=O)(=O)c2cccc3nsnc23)CC1,3%,-38%[inhibitor],?,-1%,-3%,-26%,11,-16%,i
CC1(C)C(=O)C2(CCCCC2)C(=O)OC1c1cccn1-c1ccc([N+](=O)[O-])cc1 (configuration not stated),14%,4%,3%,18%,-3%,0%,4,7%,i
COc1ccc(-c2noc(CNC(=O)CCCN3C(=O)[C@H]4CC=CC[C@H]4C3=O)n2)cc1,-6%,4%,1%,-8%,0%,-12%,-13,2%,i
O=C(NC(=S)Nc1ccc(N2CCCCC2)cc1)c1cccs1,4µM*,?,?,1.3µM*,-29%,50%[activator],?,-22%,i
Oc1[nH]c2ccccc2c1N=Nc1ccccc1,-17%,5%,-7%,-3%,2%,52%[activator],-12,-15%,i
COc1cc2c(cc1OC)CN(CC(=O)Nc1cccc([N+](=O)[O-])c1)CC2,-10%,4%,-10%,-9%,-6%,.,-19,-11%,i
Cc1ccnc2c1ccc1c(C)ccnc12,15µM*,19%,14%,13µM*,?,5.3µM*,?,16µM*,.

# Screening data (PubChem)

# No enrichment for hits; 8.9% or so of the library scored in one or more.
